# From PubChem
# FBPA Giardia inh: inhibitors of Giardia lamblia fructose-1,6-bisphosphate aldolase; purified Giardia FBPA; hit rate 0.71% among 290,000; Potency, µM (highest dose often 59.6 µM), without a hit: top-dose activity, negative = inhibition, usual class: inhibitors; further: potency means the concentration at half of the fitted maximal effect; on the % scale 0 is the no-effect control and ±100 the full control effect; nearly all actives have a fitted effect of over 55% in size
# Target sequence (A8B2U2 whole entry, looked up): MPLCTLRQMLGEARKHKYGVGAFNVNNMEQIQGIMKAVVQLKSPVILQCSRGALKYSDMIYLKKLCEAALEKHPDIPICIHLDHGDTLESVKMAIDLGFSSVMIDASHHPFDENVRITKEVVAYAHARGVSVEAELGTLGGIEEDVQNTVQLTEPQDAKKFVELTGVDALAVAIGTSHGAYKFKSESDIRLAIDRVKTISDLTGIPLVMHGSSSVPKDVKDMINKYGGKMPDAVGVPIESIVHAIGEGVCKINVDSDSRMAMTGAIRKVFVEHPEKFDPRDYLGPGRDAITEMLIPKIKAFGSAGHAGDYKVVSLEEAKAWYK
#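 Giardia FBPA (40 nM reagent) was preincubated 10 min at RT with compound (up to 57.5 uM final), then substrate plus GAPDH/TPI/NAD/arsenate coupling system with diaphorase/resazurin was added; resorufin fluorescence (525/598 nm) was read after 20 min.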
# Cycloheximide cs: counter-screen hit for Shiga toxin inhibitors, cycloheximide. cell reporter, cycloheximide protein synthesis inhibition counterscreen. max response, %. AID 2314. hit rate 12% among 300,000; in the data active means max response mostly above about 13%, no sharp cut-off; inactive means mostly below about 14%; further: read at 38.3 µM for the half of the compounds with a filed dose; 0% is about no effect
# Pf growth 48h: P. falciparum growth inhibition at 48 hours (one generation) | P. falciparum luciferase growth in erythrocytes, 48 h | Potency, µM (highest dose often 28.7 µM), for inactives: top-dose activity change, negative = inhibition, hits mostly inhibitors | hit rate 5.9% among 310,000; further: potency means the concentration at half of the fitted maximal effect; on the % scale 0 is the no-effect control and ±100 the full control effect
#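 Erythrocytes infected with P. falciparum carrying an integrated firefly luciferase reporter (2% hematocrit, 0.1% parasitemia final) were exposed to compounds in RPMI 1640 with 0.5% Albumax at 37 C, 5% CO2. Growth inhibition was scored as reduced luminescence.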
# Shiga inhibitor: Shiga toxin inhibition; Vero cells, Shiga toxin protein synthesis inhibition reporter; hit rate 9.2% among 290,000; inhibition, % at 38.7 µM; in the data active means inhibition mostly above about 28%, no sharp cut-off; inactive means mostly below about 43%; further: 0% is about no effect
# Pf growth 96h: P. falciparum growth inhibition at 96 hour, primary screen for plastid delayed-death inhibitors; hit rate 6.9% among 320,000; Potency, µM (doses to about 28.7 µM), for the others: top-dose activity change, negative = inhibition, most hits filed as inhibitors; AID 504834; P. falciparum luciferase reporter growth, 96 h; further: potency means the concentration at half of the fitted maximal effect; on the % scale 0 is the no-effect control and ±100 the full control effect
#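 96 h incubation, 37 C, 5% CO2, of luciferase-reporter P. falciparum-infected RBCs (2% hematocrit, 0.05% parasitemia final) with test compounds; endpoint luminescence.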
# Sm TGR block: blocks Schistosoma mansoni thioredoxin glutathione reductase; AID 485364; Q962Y6; hit rate 3% among 360,000; purified TGR, DTNB reduction, TNB absorbance 405 nm; Potency, µM (series often up to 114 µM), without a hit: at the highest dose activity change, negative = inhibition, actives largely listed as inhibitors; further: potency means the concentration at half of the fitted maximal effect; on the % scale 0 is the no-effect control and ±100 the full control effect; nearly all actives have a fitted effect of over 60% in size
#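 First, TGR (20 nM dispensed) and NADPH were mixed with compound. Second, a 15 min room-temperature incubation followed. Third, further NADPH and then DTNB were added to start the reaction. Finally, TNB absorbance was monitored kinetically.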
# Active calls of the source: *; i = inactive; ? = inconclusive; nt = no result given; & = joins results of further samples; [ ] = another dose, or the depositor's remark. Unless noted, the call rests on the fitted dose curve; in most records, active means well fitted curve in the direction sought with a large enough effect; inconclusive means small, poorly fitted or top-dose-only effect, or another doubt; inactive means no such curve, though single readings can be large; an effect the other way counts as inactive or inconclusive.
SMILES,Pf growth 48h,Shiga inhibitor,Sm TGR block,FBPA Giardia inh,Cycloheximide cs,Pf growth 96h
CCOc1ccc(NC(=O)CN2CC(c3ccccc3)CC2=O)cc1 (configuration not stated),-1%,19,4%,0%,-1,-28%
CCN1C(=O)[C@H]2[C@@H](c3ccc(C)cc3)N3C(=O)N(c4ccc(C)cc4)C(=O)[C@@]3(Cc3ccccc3)[C@H]2C1=O,0%,14,2%,-9%,-2,?
COc1ccccc1C(=O)Nc1nnc(SCC(=O)Nc2ccc3c(c2)oc2ccccc23)s1,57%[activator],45*,0%,3%,2,?
CCN1CC2([N+](=O)[O-])CC=C(OC)C([N+](=O)[O-])(C1)C2 (configuration not stated),5%,-7,3%,7%,0,28%
CCOC(=O)[C@H]1[C@H]2COc3ccc(OC)cc3[C@@H]2N2C(=O)CN(C)C(=O)[C@@]12C,21%,nt,-17%,nt,nt,?
O=C(O)/C=C\C(=O)Nc1ccc(N2CCN(c3ccc(Cl)cc3)CC2)cc1,?,16,1%,-9%,3,?
Cc1ccc2c(COC(=O)CC3Sc4ccccc4NC3=O)cc(=O)oc2c1C (configuration not stated),41%[activator],-11,-10%,7%,6,42%[activator]
COc1ccc(C2CC(c3ccc(Br)cc3)Nc3nc(N)nn32)cc1 (configuration not stated),-24%,-2,-3%,10%,-4,-6%[5.75 µM]
C=CCNc1nc(-c2cccs2)c(CC(=O)O)s1,1%,-1,?,-5%,-2,-6%
CCn1c(CNC(=O)C(C)(C)C)nc2ccccc21,nt,-21,1%,-1%,-7,-8%
Cc1ccc(N2C(=O)N(CC(=O)NCc3ccccc3Cl)C(=O)C2C)cc1 (configuration not stated),10µM*,10,-3%,1%,10,-9%
Cc1c(CCOC(=O)c2cc([N+](=O)[O-])cc([N+](=O)[O-])c2)sc[n+]1CC(=O)c1ccc(Br)cc1,?,29,?,-14%,7,?
CC1CC(C)CN(C(=O)C(C)N(C)CC(=O)Nc2ccc(Cl)cc2)C1 (configuration not stated),2%,-14,-9%,20µM*,-7,18%
O=C(O)CCSCc1ccccc1F,15%,-2,-2%,8%,-1,11%
CCOC(=O)CSc1nnc([C@H](C)NC(=O)OC(C)(C)C)o1,12%,-4,6%,9%,-2,10%
CC(C)NCc1cccc([N+](=O)[O-])c1,12%,-8,5%,-24%,-4,9%
Cc1sc2ncn(CC(=O)NCc3ccccn3)c(=O)c2c1S(=O)(=O)N1CCOCC1,?,-2,-15%,7%,-3,?
Cc1cc(C(C)(C)C)cc(S(=O)(=O)Nc2ccc(C(=O)O)cc2)c1C,-3%,-28,2%[57.1 µM],?,-3,24%
Cc1cc([N+](=O)[O-])c2[nH]c(C(=O)N/N=C/c3ccccc3C(=O)O)c(-c3ccccc3)c2c1,?,18,6%,?,19,?
COc1cc(OC)c2c(-c3ccccc3)cc(=O)oc2c1C(CC(=O)N1CCOCC1)c1ccc2c(c1)OCO2 (configuration not stated),?,-9&-6,2%,3%&4%,-4&-3,?
CCN1C(=O)CS/C1=N\S(=O)(=O)c1ccc(C)cc1,-16%,-9,1%,4%,-1,-2%
CCCCNC(=S)Nc1ccccc1Cc1ccccc1,?,1,11%,9%,-2,?
CCOC(=O)c1c(C)oc(NC(=O)COc2ccc(Cl)cc2C)c1C#N,?,14,4%,9%,6,?
COc1ccc(-c2cc(N)n(S(=O)(=O)c3c(F)c(F)c(F)c(F)c3F)n2)cc1OC,?,33*,2.5µM*,17%,14*,?
CN1C(=O)C(O)(CC(=O)c2ccc(F)cc2)c2cc(Br)ccc21 (configuration not stated),?,-6,-13%,-1%,-2,?
CCOc1ccccc1N1CCN(S(=O)(=O)c2ccc3c4c(cccc24)C(=O)N3)CC1,?,-6,3%,?,-2,9%
COc1cc(CNC(=O)CCC(=O)N2C[C@H]3C[C@H](C2)c2cccc(=O)n2C3)cc(OC)c1OC,37%[activator],-3,-26%,-5%,1,0%
O=S(=O)(/N=C(/Nc1ccccn1)c1ccccc1)c1ccc(F)cc1,48%[activator],22*,6%,7%,12,17%
CC1CCN(S(=O)(=O)c2ccc3c(c2)oc(=O)n3CC(=O)NCc2ccc3c(c2)OCO3)CC1,nt,-18,-3%,-1%,-10,?
Cc1ccc(C)c2c3c([nH]c12)-c1nonc1CC3,nt,-13,?,-2%,-5,-25%

# New compounds follow:
SMILES,Pf growth 48h,Shiga inhibitor,Sm TGR block,FBPA Giardia inh,Cycloheximide cs,Pf growth 96h
COc1ccc(Nc2nc(NN)nc(Nc3ccc(OC)cc3)n2)cc1,9.3µM*,nt,-18%,?,-2,3.3µM*
Cc1ncc(S(=O)(=O)c2ccc(Cl)cc2)c(-c2ccccc2)n1,nt,17,-2%,-5%,4,?
CCC(COC(C)=O)Nc1nc2c([nH]1)c(=O)n(C)c(=O)n2C (configuration not stated),3%,-3,-7%,0%,-2,0%
O=C(CSc1nnc(-c2ccccc2F)n1CCc1ccccc1)Nc1ccc2[nH]c(=O)[nH]c2c1,21%,17,-5%,-12%,1,2%
C(=C\c1cc(/C=C/c2ccccc2)ncn1)/c1ccccc1,61%[activator],82*,2%,8%,71*,?
C#CCOCCOCCOCCNc1nc(N2CCN(C(=O)[C@H]([C@@H](C)CC)n3cc([C@@H](N)Cc4ccc(O)cc4)nn3)CC2)nc(N2CCN(C(=O)[C@H](CCCCN)n3cc([C@@H](N)C(C)CC)nn3)CC2)n1 (some centres not stated),47%[activator],-7,-3%,-15%,-3,33%[activator]
CCN1C(=O)/C(=C/C=C2/Sc3ccc4ccccc4c3N2CCO)SC1=S,-2%,-7,-6%,-2%,-3,?
COc1ccc(-c2cc(C(=O)Nc3cc(C)on3)no2)cc1,31%[activator],46,-2%,0%,25,?
Cc1cc(C)nc(N2CCCC(C(=O)NC3CC3)C2)n1 (configuration not stated),9%,-12,5%,4%,-1,-17%
O=C(Nc1ccc(Cl)c([N+](=O)[O-])c1)c1cnccn1,-5%,4,-7%,-18%,-1,?
CCN1CCN(c2ccc(S(=O)(=O)N3CCOCC3)cc2NC(=O)c2ccc(Cl)s2)CC1,?,nt,-2%,nt,nt,?
CCNc1cc(N2CCNCC2)ccc1[N+](=O)[O-],4%,10,nt,0%,10,30%
COCC(=O)NC(c1ccccc1)c1ccccc1,4%,11,-3%,0%,1,nt
O=C(CSc1nc2ccccc2o1)N1c2ccccc2Sc2ccc(C(F)(F)F)cc21,13µM*,9,1%,3%,8,?
Cc1cc(C)cc(Nc2cc(=O)n(C3CCCCC3)c(=O)[nH]2)c1,?,24,9%,0%,1,130%[activator]
COc1ccc(C(=O)Nc2ccc3oc(Cc4ccc(Cl)cc4)nc3c2)cc1OC,nt,-9,3%,-5%,-5,nt
Cc1ccc(C(=O)N2CCN(Cc3nc4sc5c(c4c(=O)[nH]3)CCCC5)CC2)cc1,?,-10,1%,12%,-3,14%
CC(c1nccs1)N(C)C(=O)c1ccc(OC2CCN(CCc3ccccc3)CC2)cc1 (configuration not stated),?,-4,1%,9%,-2,18%
COc1cccc(C2(O)CCN(C(=O)C(C)C)CC2)c1,-7%,-8,8%,10%,-6,70%[activator]
COc1cccc(OC)c1C(=O)N1CCN(C(=O)c2ccc(-c3ccccc3)cc2)CC1,?,-4,4%,-1%,5,?
Cc1nc(SCC(=O)NC2CCCCC2)[nH]c(=O)c1C,64%[activator],-6,7%,13%,-2,-4%
CC(C)[C@H]1COCCS(=O)(=O)N1Cc1cccc(Cl)c1,12%,-4,4%,2%,-2,?
CCN(CC)CCNS(=O)(=O)c1ccc2c3c(cccc13)C(=O)N2,4%,-11,0%,3%,1,0%
COc1ccc(N2CCN(C(=O)c3cc(=O)[nH]c4ccccc34)CC2)cc1,8%,-4,1%,3%,-3,-7%
CC1=C(C(=O)OCc2ccccc2)C(c2cccnc2)c2c(n(C)c(=O)n(C)c2=O)N1 (configuration not stated),?,-27,0%,3%,5,-1%
Cc1cc(Br)c(NC(=O)COC(=O)CSc2nnc(-c3ccc(Cl)cc3)o2)c(Br)c1,-9%,-1,-18%,6%,-4,5%
Cc1ccc(NC(=O)C(=O)NCCCN2CCOCC2)c(C)c1,0%,16,-1%,-3%,3,-3%
COc1ccc(OC)c(C(c2nnnn2CC2CCCO2)N2CCN(C)CC2)c1 (configuration not stated),8%,12,22%,-1%,-1,-22%
CN(C)c1nnc(-c2ccc(Cl)cc2)o1,i,49*,?,2%,39*,0%
Cc1cccc(OCc2nnc(SCC(=O)Nc3cccc(C(=O)N4CCOCC4)c3)n2C)c1C,-5%,23,2%,-3%,-2,?

# The last 4 entries of the section above open the next one:
SMILES,Pf growth 48h,Shiga inhibitor,Sm TGR block,FBPA Giardia inh,Cycloheximide cs,Pf growth 96h
Cc1ccc(NC(=O)C(=O)NCCCN2CCOCC2)c(C)c1,0%,16,-1%,-3%,3,-3%
COc1ccc(OC)c(C(c2nnnn2CC2CCCO2)N2CCN(C)CC2)c1 (configuration not stated),8%,12,22%,-1%,-1,-22%
CN(C)c1nnc(-c2ccc(Cl)cc2)o1,i,49*,?,2%,39*,0%
Cc1cccc(OCc2nnc(SCC(=O)Nc3cccc(C(=O)N4CCOCC4)c3)n2C)c1C,-5%,23,2%,-3%,-2,?
Cc1nn(-c2ccccc2Cl)c(Cl)c1/C=C(\C#N)C(N)=O,-1%,-9,-24%,8%,-1,11%
CCOC(=O)c1c(NC(=O)C(=O)N/N=C/c2ccccc2OC)sc2c1CCCCC2,27%,-7,-3%,7%,-2,18%
Cc1ccc(CNC(=O)c2ccc(Cn3cc(-c4ccc(C)cc4)nc3-c3ccncc3)cc2)cc1,?,42*,0%,3%,41*,?
O=C(NC1CCCCCC1)c1cccnc1Sc1ccc(Cl)cc1,2%,-8,-3%,0%,-2,-20%
COCCNC(=O)CCC1CCN(Cc2ccc(-c3ccccc3)cc2)CC1,1%,-15,1%,1%,-1,0%
COCc1nnc(NC(=O)c2ccccc2Oc2ccccc2)s1,3%,8,2%,-9%,-3,58%[activator]
COc1ccccc1CNC(=O)c1[nH]c(C)c(C(C)=O)c1C,-39%,20,-10%,8%,17,?
Cc1cn(C2OC(COC(=O)c3ccccc3)C(OC(=O)c3ccccc3)C2OC(=O)c2ccccc2)c(=O)[nH]c1=O (configuration not stated),?,-1,-15%,4%,1,?
C=CCSc1nsc(NC(=O)Nc2cccc(C(C)=O)c2)n1,-17%,23,3%,-29%,16*,?
O=C(CSc1nnc(-c2ccccc2O)n1Cc1ccccc1)NNC(=O)c1ccccc1O,13%,-8,-3%,-22%,0,42%[activator]
Cc1ccc2[nH]c(=O)c3cc(C(=O)N(C)c4ccccc4C)sc3c2c1,39%[activator],-2,7%,1%,-1,-9%
CCCCn1nc(NS(=O)(=O)c2cccc3nonc23)c2cc3cccc(C)c3nc21,?,-5,-4%,nt,-2,?
Cc1cc(=O)n2[nH]c(NCc3ccccc3F)nc2n1,-3%,-19,-2%,?,1,19%
CC(=O)c1ccc(NC(=S)Nc2ccc3[nH]c(=O)[nH]c3c2)cc1,-17%,-8,-20%,1%,-1,21%
Cc1ccc(-c2cc(C(=O)O)c3sc(N4CCCCC4)nc3n2)cc1,-2%,22,5%,5%,6,-30%
CCOC(=O)C1CCN(C(=O)CCS(=O)(=O)Cc2ccccc2)CC1,0%,-3,45µM*,9%,-6,13%
COc1ccc(C(C)=O)cc1COC(=O)c1cc2ccccc2cc1O,-15%,11,-30%,12%,-2,-20%
